# MPTP inh = permeability transition pore inhibition | isolated mouse mitochondria, Ca2+ swelling absorbance, 30 min | inhibition, % at 10 µM | 1.4% of 360,000 active;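 active = inhibition of 50% or more, scaled per plate between neutral and stimulator controls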;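 also: 0% = DMSO wells given calcium and 100% = 1 mM EGTA wells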
# Active calls of the source: *.
SMILES | MPTP inh
CC(C)CNC(=O)C1(C)CCCN1C(=O)c1ccc2ccccc2n1 (stereo unspecified) | 5.8
Cn1c2nc3ccccc3c-2nc2ccccc21 | 0.2
CC(=O)Nc1ccc(CN(C)c2c(C)nc3ccc(C(=O)N4CCN(C(=O)c5ccco5)CC4)cn23)cc1 | -2.3
CC1C(=O)N(Cc2cn(CC3CCCCC3)nn2)CCS(=O)(=O)N1Cc1ccc(-c2ccccc2)cc1 (stereo unspecified) | -1.1
COc1ccc(CC(N)c2csc(NC(=O)Nc3ccc(C(C)C)cc3)n2)cc1 (stereo unspecified) | 4.8
CC1(C(=O)NS(=O)(=O)Cc2ccccc2)CCN1C(=O)CCc1ccccc1 (stereo unspecified) | -0.3
CCOC(=O)N(C)c1c(CC)nc2c(OCC(=O)C(C)(C)C)cccn12 | 1.1
Cc1cccc(C)c1NC(=O)C(c1ccccc1)n1c(=O)c(-c2ccco2)nc2ccccc21 (stereo unspecified) | 1.8

SMILES | MPTP inh
Nc1cc(Br)cc2c1[nH]c(=O)c1ccccc12 | 2.1
CCCCCCN1CCN(C2CN(Cc3cn(CCCC(=O)OC)nn3)S(=O)(=O)C2)CC1 (stereo unspecified) | -0.9
N#Cc1cccc(N2[C@@H](Cc3cc4ccccc4n3Cc3ccccc3)COC[C@H]2Cc2ccc3ccccc3c2)c1 | -0.6
COc1ccc(Cl)cc1-c1cc(C(=O)Nc2ccc(Br)cc2)[nH]n1 | 1.3
O=C(NCc1cccc(Cl)c1)c1ccc(-c2cccnc2)c2ccoc12 | -0.6
CC(C)C[C@H]1CNC(=S)N1C[C@H]1CCCN1C[C@H](Cc1ccc(O)cc1)N1C[C@H](Cc2ccc(O)cc2)N(CC2CCCCCC2)C1=S | 2.6
CC(C)c1ccc(CC(=O)N2CCC2(C)C(=O)Nc2cnc3ccccc3c2)cc1 (stereo unspecified) | 0.0
O=C(NCc1ccc(F)cc1)OC1CC2CC1[C@H]1CCCCN1C2=O (stereo partly specified) | -0.8

SMILES | MPTP inh
CCOC(=O)C1=C(C)OC(=Cc2ccc(OC)cc2)C1=O | -2.1
Cc1ccc(-c2nc3ccc(C)cn3c2Cc2cccc(F)c2)cc1 | -0.5
COc1cc(-c2coc3c(C(=O)NC4CCCCC4)cccc23)ccc1O | 0.2
O=C(Nc1ccc2c(c1)OCCO2)C(c1ccnc2ccccc12)N1CCN(c2ccc(C(F)(F)F)cn2)CC1 (stereo unspecified) | 1.6
O=C(Nc1nc(OCC(F)(F)F)cnc1/C=C\c1ccccc1)c1ccccc1 | 2.1
O=C1NC[C@@H](CCCCN2C[C@H](Cc3ccccc3)N(CC3CCCCC3)C(=O)C2=O)N(CCc2ccc(O)cc2)C1=O | 0.6
OC(c1ccccc1)(c1nc(-c2cccc3cccnc23)cs1)C(F)(F)F (stereo unspecified) | 1.8
CC(=O)Nc1cc(-c2ccc(CO)cc2)cn2c(-c3cccc(C(F)(F)F)c3)cnc12 | -0.9

SMILES | MPTP inh
O=C(NCCCN1CCCC1=O)C(=O)NCC1OCCN1S(=O)(=O)c1cc(F)ccc1F (stereo unspecified) | -0.5
CC(=O)c1ccc(OCc2c(-c3ccccc3)nnn2CC(=O)NS(=O)(=O)c2ccc(C)cc2)cc1 | -1.1
CC1(C(=O)NS(=O)(=O)c2ccccc2)CCN1C(=O)C1(c2ccc(Cl)cc2)CCC1 (stereo unspecified) | 0.4
O=C(NCC1CCOCC1)C1Cc2c(-c3ccccc3Oc3ccccc3)ccnc2O1 (stereo unspecified) | -1.0
C[C@@H]1CCCCO[C@H](CN(C)C(=O)Nc2ccc3c(c2)OCO3)[C@H](C)CN([C@@H](C)CO)C(=O)c2cc(NS(=O)(=O)c3ccc(Cl)cc3)ccc2O1 | 0.0
COCCNC(=O)C1CCCN(C(=O)c2cc(-c3ccccc3)cs2)CC1 (stereo unspecified) | -0.4
Cc1ccc(F)c(S(=O)(=O)NC(=O)C2(C)CCN2C(=O)Cc2cc(F)ccc2F)c1 (stereo unspecified) | 2.4
COc1ccc(C(=O)OCC(=O)NC2CC2)cc1 | -2.1

SMILES | MPTP inh
Cc1ccn2c(C(C)O)nnc2c1 (stereo unspecified) | 0.0
CCCCN1C(=O)C(CC(=O)NCc2ccco2)CC(C(=O)N2CCOCC2)=C1C (stereo unspecified) | -1.5
CC(=O)Nc1cccc(-c2cc(NC(C)=O)c3ncc(-c4cccc(C(C)=O)c4)n3c2)c1 | -0.8
O=C(N[C@@H]1CC[C@@H](CCNC(=O)C2CCOCC2)O[C@@H]1CO)c1ccncc1 | -0.4
Cc1cc(Br)cn2c(Cc3ccccc3)c(-c3ccc(F)cc3)nc12 | -0.6
COc1ccc(NC(=O)c2cccc3c(-c4ccc(OC)cc4C)coc23)cc1 | 0.5
COc1ccc(S(=O)(=O)N(C)C[C@@H]2OCCCC[C@@H](C)Oc3ccc(NS(=O)(=O)c4cccs4)cc3C(=O)N([C@H](C)CO)C[C@@H]2C)cc1 | 1.2
CCCCCn1nnnc1C1(C)CCC(=O)N1Cc1ccco1 (stereo unspecified) | -0.4

SMILES | MPTP inh
CCOC(=O)C1(C)CCCN(C(=O)c2cc(F)cc(F)c2)C1 (stereo unspecified) | 1.2
CC(NC(=O)C1CCCN1C(=O)OC(C)(C)C)C(=O)OCc1ccccc1 (stereo unspecified) | -0.5
COc1ccc(-c2ccc3c(c2)O[C@H](CN(C)C(=O)Nc2ccccc2F)[C@@H](C)CN([C@H](C)CO)S3(=O)=O)cc1 | -0.2
CCOC(=O)C1=CCN(S(=O)(=O)c2ccccc2C(=O)OC)C1c1ccc(Cl)cc1 (stereo unspecified) | -0.4
CCCN(C)C1CN(Cc2cn(Cc3cccc(Cl)c3)nn2)S(=O)(=O)C1 (stereo unspecified) | 0.6
CC(C)CNC(=O)C1(C)CCCCCN1C(=O)c1cccnc1 (stereo unspecified) | -1.0
O=C(NC1CCCCC1)c1[nH]c(C(F)(F)F)nc1-c1ccccc1 | -1.3
CC1=CC(Cc2ccccc2)N(C)C(C(N)=O)C1 (stereo unspecified) | -0.8

SMILES | MPTP inh
O=C(c1cnc(Cl)c(Cl)c1)N1CCN(S(=O)(=O)c2cccs2)CC1 | -1.7
CCCNC(=O)Nc1nc(C(N)c2ccc(OC)cc2)cs1 (stereo unspecified) | 0.1
CC1(Oc2ccc3ccccc3c2)CCN(Cc2ccc(OC(F)(F)F)cc2)C1 (stereo unspecified) | 3.2
COc1ccc(CCN2C(=O)CCC2(C)c2nnnn2Cc2ccccc2)cc1OC (stereo unspecified) | 0.0
CCCC(=O)N1CCC1(C)C(=O)NS(=O)(=O)c1cc(C)ccc1F (stereo unspecified) | -1.6
COC(=O)[C@H](NC(=O)c1cc([C@@H](NC(=O)OC(C)(C)C)C(C)C)sc1N)C(C)C | -3.0
CC(=O)NCCNc1nc2cc(-c3ccccc3)sc2c(=O)n1C | 0.4
Cc1cccc(NC(=O)CN2CCN(C(=O)CNC(=O)c3ccc(-c4ccccc4)cc3)CC2)c1C | 1.8

# The closing 4 compounds of the section above lead into the next:
SMILES | MPTP inh
CCCC(=O)N1CCC1(C)C(=O)NS(=O)(=O)c1cc(C)ccc1F (stereo unspecified) | -1.6
COC(=O)[C@H](NC(=O)c1cc([C@@H](NC(=O)OC(C)(C)C)C(C)C)sc1N)C(C)C | -3.0
CC(=O)NCCNc1nc2cc(-c3ccccc3)sc2c(=O)n1C | 0.4
Cc1cccc(NC(=O)CN2CCN(C(=O)CNC(=O)c3ccc(-c4ccccc4)cc3)CC2)c1C | 1.8
CC(C)CNC(=S)N1CCC(C(=O)c2ccc(Cl)cc2)CC1 | 3.1
CC(=O)c1ccccc1C(=O)N1CCCC(CNC(=O)c2ccc(F)cc2)C1 (stereo unspecified) | -0.1
COc1ccc(-c2ccc3[nH]c4c(c3c2)CCN2C(=O)[C@@H]([C@H](C)O)[C@@H](N(C)C(=O)Nc3ccccc3)C[C@@H]42)cc1 | -2.2
Nc1nc2c(ncn2[C@@H]2O[C@H](CNCc3ccc(Oc4cc(-n5cccn5)ncn4)cc3)[C@@H](O)[C@H]2O)c(=O)[nH]1 | -1.1
C[C@H]1COc2cccc(N(C)CCO)c2S(=O)(=O)N1 | -2.9
Cn1ccc2c(-c3ccc4[nH]ccc4c3)cc3c(c21)C1CCC3O1 (stereo unspecified) | 0.8
COc1ccc(CC(N)c2csc(NC(=O)Nc3ccccc3C(C)C)n2)cc1 (stereo unspecified) | 4.0
CCC(=O)N(C)C[C@@H]1Oc2ncc(Br)cc2C(=O)N([C@@H](C)CO)C[C@H]1C | -1.1

SMILES | MPTP inh
Cn1c(=O)c2c(n(C)c1=O)n(C)c(=O)n2C | -2.6
COc1ccc([C@H]2CC(=O)C[C@@H](CCn3cc(-c4cccnc4)nn3)O2)cc1 | 1.9
CCCCN(C)c1c(C)nc2ccc(C(=O)Nc3cc(-c4ccccc4)ccc3OC)cn12 | 3.0
OC[C@@H]1CN(Cc2cccnc2)C[C@H](n2cnc3c(N4CCCC4)ncnc32)O1 | -0.4
O=S1(=O)C[C@H](N2CC[C@@H](O)C2)[C@@H](COCc2ccccc2)N1 | -2.2
O=C(CSc1nccn1Cc1ccc(F)cc1)NC1CCCCC1 | 0.7
COc1ccccc1OCC(=O)NCC1CCCN(C(=O)c2cccc(C)c2)C1 (stereo unspecified) | -0.9
CCCNC(=O)C1(C)CCN(C(=O)c2ccc(F)cc2Cl)C1 (stereo unspecified) | 0.3

# At a glance, part of the list above.
SMILES | MPTP inh
CC(C)CNC(=O)C1(C)CCCN1C(=O)c1ccc2ccccc2n1 (stereo unspecified) | 5.8
Cn1c2nc3ccccc3c-2nc2ccccc21 | 0.2

# The list continues:
SMILES | MPTP inh
Cc1cc2nc(-c3ccccc3)c(Cc3cccc(Cl)c3)n2c(C)c1Br | 1.0
CCN(CC)C(=O)C1=C(C)N(CCC2=CCCCC2)C(=O)C(CC(=O)NC2CCCC2)C1 (stereo unspecified) | -0.9
COc1ccc(S(=O)(=O)NC(=O)C2(C)CCN2C(=O)C(C)(C)c2ccccc2)cc1 (stereo unspecified) | -0.2
OC(c1ccccc1)c1ncc(-c2cccc(OCc3ccccc3)c2)[nH]1 (stereo unspecified) | 0.2
CCc1nc2c(OCc3cccc(Cl)c3)cccn2c1N(C)C(=O)c1ccncc1 | -0.5
CC1=C(C(=O)N2CCOCC2)CC(CC(=O)NCCCN(C)C)C(=O)N1CCC1=CCCCC1 (stereo unspecified) | -0.3
Oc1ccc(-c2cnc3c(Nc4cccc(OC(F)(F)C(F)F)c4)nccn23)cc1 | 3.7
COc1ccc(NC(=O)C(c2ccccc2F)n2c(=O)c(-c3ccco3)nc3ccccc32)cc1 (stereo unspecified) | 0.2

SMILES | MPTP inh
Cn1c(=O)c2cc(NC(=O)CCc3cccnc3)ccc2n1Cc1ccc(F)cc1 | -0.3
COCCNc1nc(Nc2ccc(C(=O)OC)cc2)c2sccc2n1 | 0.7
CCCCCCn1c(=O)n2n(c1=O)[C@@H]1CN(S(=O)(=O)c3ccc(C)cc3)C[C@]1(O)[C@@H](OC(=O)NCc1ccccc1)C2 | 0.3
CCc1nc2c(OCc3cccc(Cl)c3)cccn2c1N(C)C(=O)c1ccc(OC)cc1 | 0.3
CCOc1ccc(CCN2C(=O)C(=O)N([C@@H](Cc3ccc(O)cc3)CN3CCC[C@H]3CN3C(=O)C(=O)NC[C@@H]3Cc3ccccc3)C[C@@H]2Cc2ccc(O)cc2)cc1 | -2.5
O=C1NC[C@@H](CCCCN2CCN(CCC3CCCCC3)C(=O)C2=O)N(Cc2ccccc2)C1=O | -1.4
CC1(C(=O)NCc2ccccc2)CN(S(C)(=O)=O)CC(=O)N1Cc1cccc(C(F)(F)F)c1 (stereo unspecified) | -0.7
CC(=O)Nc1ccc(NC(=O)c2csc([C@H]3C[C@H](O)[C@@H](CO)O3)n2)cc1 | -3.3

# A draw from above in order of count of non-hydrogen atoms, descending.
SMILES | MPTP inh
CC1(C(=O)NCc2ccccc2)CN(S(C)(=O)=O)CC(=O)N1Cc1cccc(C(F)(F)F)c1 (stereo unspecified) | -0.7
CCc1nc2c(OCc3cccc(Cl)c3)cccn2c1N(C)C(=O)c1ccc(OC)cc1 | 0.3
CC(=O)Nc1ccc(NC(=O)c2csc([C@H]3C[C@H](O)[C@@H](CO)O3)n2)cc1 | -3.3

# Following part
SMILES | MPTP inh
COc1cccc(C#CC2=CC(=O)CC(C)(C)C2)c1 | -1.6
CC(C)NC(=O)N(C)C[C@@H]1OCc2cnnn2CCCC(=O)N([C@H](C)CO)C[C@@H]1C | -0.1
Nc1[nH]c(C(=O)c2ccccc2)c(-c2ccc(F)cc2)c1C(=O)NCCc1c[nH]c2ccccc12 | -0.2
CN(C)c1ccc(C=C(C#N)C(=O)c2ccccc2)cc1Br | -1.5
Cc1cc(C)nc(Nc2nc(C(N)Cc3ccc(F)cc3)cs2)n1 (stereo unspecified) | 0.1
O=C(Nc1ccncc1)c1cc(-c2ccccc2)nc2ccccc12 | 0.2
CCCc1c(C(=O)N/N=C/c2ccoc2)nnn1-c1nonc1N | 0.3
COc1ccc(Cc2c(-c3ccco3)nc3ccc(Br)cn23)c(C)c1 | 0.6

SMILES | MPTP inh
COc1cc(CNC(=O)c2cc(-c3cc(Cl)ccc3OC)n[nH]2)cc(OC)c1 | 0.4
Cc1ccc2cccc([N+](=O)[O-])c2n1 | -1.5
Cc1cccc(C)c1NC(=O)C1c2ccccc2OCC(=O)N1CCCN1CCOCC1 (stereo unspecified) | 2.2
CC(=O)Nc1ccc(C=Cc2ccc([N+](=O)[O-])cc2)cc1 | -1.9
O=C(OCc1ccccc1)N1CCC2CC1c1ccc(-c3ccc4c(c3)OCO4)cc12 (stereo unspecified) | -2.7
Cc1cc(C)n2nc(-c3ccc(F)cc3)cc2n1 | -0.4
CN(C)C(=S)Oc1ccccc1C1(C)OCCO1 | -0.1
Cc1cccc(CNC(=O)c2sc(=O)n(Cc3c(C)cccc3C)c2C)c1 | 0.5

SMILES | MPTP inh
COc1ccc(C(=O)N2CCC2(C)C(=O)NC(C)C)cc1OC (stereo unspecified) | -0.5
CCOC(=O)[C@]12CCC=C1N(Cc1ccc(Cl)cc1Cl)C(=O)[C@H](CC(=O)NCc1ccc(OC)c(OC)c1)C2 | -1.2
COCCNc1nc(Nc2ccc(C#N)cc2)c2sccc2n1 | 1.2
COCCN(CCOC)Cc1cc(=O)oc2cc(C)ccc12 | -1.7

# Not all compounds are listed, so the mix of outcomes need not match the whole.
